# Assay outcomes as filed in PubChem BioAssay.
# STEP block: STEP phosphatase inhibitors, primary screen, biochemical, fluorescence intensity, uHTS. Tyrosine-protein phosphatase non-receptor type 5 (Homo sapiens), P54829. recombinant STEP, OMFP fluorogenic substrate. inhibition, % at 20 µM. 360,000 compounds, 0.25% hits;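 active = inhibition at 20 µM, scaled per plate between control wells, above about 37%, limit read from the data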;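 note: 0% = DMSO with enzyme and substrate and 100% = substrate only without enzyme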
#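 Assay system: isolated STEP enzyme / Timing: 20 min at room temperature, dark / Doses: 20 µM, 1% DMSO / Technique: fluorescence intensity, excitation 480 nm, emission 540 nm / Reagent: fluorogenic phosphatase substrate OMFP at 25 µM final / Measure: percent inhibition scaled to no-enzyme and uninhibited-enzyme controls, plate-pattern corrected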
# TbMetRS inhib: T. brucei MetRS inhibitors, primary screen, biochemical, luminescence | methionyl-tRNA synthetase (Trypanosoma brucei brucei) | purified T. brucei MetRS, ATP depletion, Kinase-Glo luminescence | inhibition, % at 11.9 µM | 360,000 compounds, 0.4% hits;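 active = inhibition above a per-plate cutoff of the control wells' mean inhibition plus 3 SD, cut at about 5.5% in these data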;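 note: 0% = DMSO wells median and 100% = median of wells with control inhibitor compound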
#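 Material: parasite MetRS enzyme / Replication: singlicate, one well per compound / Signal: luminescence of leftover ATP / Schedule: 2 h aminoacylation at 25 °C after 15 min preincubation / Medium: HEPES-MgCl2-KCl buffer plus DTT, spermine, BSA, pyrophosphatase / Doses: 11.9 µM single point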
# NRP1-CendR mod: modulators of CendR peptide binding to NRP-1, primary screen, biochemical, fluorescence polarization, uHTS. inhibition, % at 25 µM. AID 602438, 2012. Neuropilin-1 (Homo sapiens), O14786. 360,000 compounds, 0.85% hits. FAM-RPARPAR peptide binding to NRP-1;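 active = inhibition or corrected inhibition above about 18%, plus a signal ratio from 0.5 to 1.5, limit read from the data, passing the limit was not always enough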; note: strong numbers were not always called active
# Scp1 inh: Scp-1 phosphatase inhibitors, primary screen, biochemical, colorimetric, uHTS; Carboxy-terminal domain RNA polymerase II polypeptide A small phosphatase 1 (Homo …; Recombinant Scp1, phosphopeptide, malachite green phosphate absorbance; inhibition, % at 20 µM; 340,000 compounds, 0.88% hits; AID 493091, 2011;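 active = inhibition above about 50% at 20 µM, limit read from the data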;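 note: plate controls were DMSO wells with enzyme for no effect and wells lacking enzyme for full effect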
#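 Test system: SCP-1 phosphatase catalytic domain, residues 76-261 | Compound dosing: One concentration, 20 µM, with 1.0% DMSO | Schedule: 45 min room-temperature reaction, 5 min colour, 30 min stabiliser | Detection: Absorbance at 630 nm | Read-out basis: % inhibition of SCP-1 phosphate liberation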
# SUMO1 PPI mod: modulators of SUMO1 protein-protein interactions, primary screen, biochemical, uHTS; 360,000 compounds, 0.33% hits; inhibition, % at 20 µM; AID 602429, 2012; SUMO1 binding to a labelled peptide, TR-FRET, 1 h; in the data active = inhibition above about 37%
# Target sequence (P63165 whole entry, looked up): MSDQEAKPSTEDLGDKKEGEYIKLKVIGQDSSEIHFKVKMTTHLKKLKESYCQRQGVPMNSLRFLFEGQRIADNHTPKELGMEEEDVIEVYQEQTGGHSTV
# MsrA inh: bovine MsrA enzyme inhibitors, primary screen, biochemical, absorbance, HTS; purified bovine MsrA, absorbance read-out; inhibition, % at 15.5 µM; 360,000 compounds, 0.75% hits; AID 651718, 2012; in the data active = inhibition above about 4.5%;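 note: 0% = vehicle wells with enzyme and 100% = reference inhibitor wells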
# LMPTP inh: LMPTP phosphatase inhibitors, primary screen, biochemical, fluorescence intensity, uHTS | recombinant LMPTP-A, OMFP fluorogenic substrate | AID 651560, 2012 | Low molecular weight phosphotyrosine protein phosphatase (Homo sapiens), P24666 | 360,000 compounds, 0.22% hits | inhibition, % at 20 µM;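 active = compounds that cut the enzyme signal by at least half of the control window in the single-dose screen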;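 note: plate controls were DMSO wells with enzyme plus substrate for no effect and substrate without enzyme for full effect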
# Target sequence (P24666 whole entry, looked up): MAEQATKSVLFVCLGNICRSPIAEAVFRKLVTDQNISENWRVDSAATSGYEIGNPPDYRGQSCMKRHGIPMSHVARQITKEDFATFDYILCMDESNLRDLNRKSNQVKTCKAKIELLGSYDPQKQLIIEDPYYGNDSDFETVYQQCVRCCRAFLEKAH
#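 Assay system: LMPTP-A phosphatase enzyme | Input: 0.625 nM enzyme | Also added: Fluorogenic phosphatase substrate OMFP at 400 µM final | Compound dosing: One test concentration per compound, 20 µM, with 3% DMSO overall | Schedule: 50 min enzyme reaction at room temperature, protected from light | Signal: Fluorescence intensity | Benchmarks: no-enzyme and uninhibited controls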
# bovine MsrA act: bovine MsrA enzyme activators, primary screen, biochemical, absorbance, HTS; AID 602163, 2012; purified bovine MsrA, absorbance read-out; 360,000 compounds, 0.3% hits; activation, % at 10.6 µM; in the data active = activation above about 7.5%;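 note: 0% = vehicle and 100% = reference activator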
# DNMT1 inh: human DNMT1 methyltransferase inhibitors, primary screen, biochemical, molecular beacon, fluorescence, HinP1I cleavage, uHTS; 360,000 compounds, 0.83% hits; inhibition (reported as % activation of signal), % at 10 µM; DNA (cytosine-5)-methyltransferase 1 (Homo sapiens), P26358; in the data active = inhibition above about 50%
# E coli Lon inh: inhibitors of E. coli Lon protease, primary screen, biochemical, fluorescence polarization; P0A9M0; purified E. coli Lon protease; inhibition, % at 7.94 µM; 360,000 compounds, 0.42% hits; AID 602123, 2011; in the data active = inhibition above about 13%, passing the limit was not always enough;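 note: 0% = enzyme with probe and DMSO and 100% = no enzyme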
# Target sequence (P0A9M0 whole entry, looked up): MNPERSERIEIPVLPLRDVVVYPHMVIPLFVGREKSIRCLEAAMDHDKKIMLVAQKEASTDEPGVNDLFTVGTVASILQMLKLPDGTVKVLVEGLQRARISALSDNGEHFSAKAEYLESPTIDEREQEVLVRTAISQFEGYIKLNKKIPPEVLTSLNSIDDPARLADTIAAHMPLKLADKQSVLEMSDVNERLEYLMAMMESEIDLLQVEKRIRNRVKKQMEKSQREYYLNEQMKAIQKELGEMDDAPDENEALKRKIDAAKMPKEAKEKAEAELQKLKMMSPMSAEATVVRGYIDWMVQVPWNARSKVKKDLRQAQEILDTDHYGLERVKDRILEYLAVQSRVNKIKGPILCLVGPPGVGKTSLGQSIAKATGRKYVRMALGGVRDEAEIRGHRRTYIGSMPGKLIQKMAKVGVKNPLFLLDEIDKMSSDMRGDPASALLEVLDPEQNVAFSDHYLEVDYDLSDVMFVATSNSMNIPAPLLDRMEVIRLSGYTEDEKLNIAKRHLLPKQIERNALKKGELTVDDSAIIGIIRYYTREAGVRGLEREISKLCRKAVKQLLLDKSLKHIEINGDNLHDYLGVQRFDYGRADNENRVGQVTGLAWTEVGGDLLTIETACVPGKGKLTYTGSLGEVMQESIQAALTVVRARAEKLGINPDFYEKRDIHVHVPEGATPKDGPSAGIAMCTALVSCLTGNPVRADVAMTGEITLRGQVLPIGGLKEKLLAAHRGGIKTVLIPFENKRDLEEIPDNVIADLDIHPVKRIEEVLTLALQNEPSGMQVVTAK
# * hit, by the source's call; x = not tested or not shown.
SMILES,STEP block,TbMetRS inhib,NRP1-CendR mod,Scp1 inh,SUMO1 PPI mod,MsrA inh,LMPTP inh,bovine MsrA act,DNMT1 inh,E coli Lon inh
CCOC(=O)c1ccc(N2CC(O)=C(c3nc4ccccc4c(=O)[nH]3)C2=N)cc1,-1,0.4,-98,9,50*,2.1,-1.5,-2,-3,-54
CCOc1cc2c3c(c1)C1(OCCO1)C(=O)N3C(C)(C)CC2C (stereo not drawn),-4,-0.4,-6,0,-4,-0.1,-1.0,-5,-2,-12
Cc1ccnc(NC(=O)CSc2cc(=O)n(C)c3ccccc23)c1,-2,0.5,-7,8,2,0.8,-1.7,-2,1,0
CCC(C)(C)NC(=O)C(c1ccccn1)N(C(=O)c1csnn1)C1CCCCC1 (stereo not drawn),1,-1.7,1,3,-1,0.3,0.2,-7,-1,-3
CC(C)NC(=O)C1C(c2ccc(C(F)(F)F)cc2)=Nc2ccccc2N1C(=O)c1ccco1 (stereo not drawn),x,-1.2,-9,x,-9,x,0.3,x,x,x
CC(C)c1ccc(-c2nn(-c3ccccc3)cc2C2C(C#N)=C(N)OC3=C2C(=O)CC(C)(C)C3)cc1 (stereo not drawn),-1,0.2,-10,-6,6,-0.3,4.5,-3,-12,2
CCCC(=O)NC(C)c1nc2ccccc2n1CC (stereo not drawn),-3,0.1,19,-12,-3,-1.1,-1.7,-2,4,-9
CCOc1ccccc1NC(=O)Nc1c(C)n(-c2ccccc2)c(=O)n1C,-4,-0.8,2,-8,-1,0.9,-1.0,-1,2,2
Cc1ccc([C@@H]2C[C@H]3[C@@H](CN2S(=O)(=O)c2ccc(Cl)cc2)C(=O)C[C@@H](c2ccc(C)cc2)N3S(=O)(=O)c2ccc(Cl)cc2)cc1,-2,1.1,6,x,-2,1.4,-1.9,-1,4,2
NC(=O)CC(NC(=O)Cc1cccc2ccccc12)c1ccc(NCCc2ccccc2F)c([N+](=O)[O-])c1 (stereo not drawn),-2,0.0,-41,1,-9,0.0,2.4,-1,43,-6
COc1ccc(C(c2nnnn2Cc2ccc(F)cc2)N2CCN(c3ccccc3)CC2)cc1 (stereo not drawn),5,-0.3,0,-13,2,2.3,2.8,-4,-6,0
COCCNC(C)C(=O)C12CC3CC(CC(C3)C1)C2 (stereo not drawn),0,-1.4,1,4,0,0.2,-3.4,-10,9,0

# As a short view, part of the list above:
SMILES,STEP block,TbMetRS inhib,NRP1-CendR mod,Scp1 inh,SUMO1 PPI mod,MsrA inh,LMPTP inh,bovine MsrA act,DNMT1 inh,E coli Lon inh
Cc1ccnc(NC(=O)CSc2cc(=O)n(C)c3ccccc23)c1,-2,0.5,-7,8,2,0.8,-1.7,-2,1,0
CCC(C)(C)NC(=O)C(c1ccccn1)N(C(=O)c1csnn1)C1CCCCC1 (stereo not drawn),1,-1.7,1,3,-1,0.3,0.2,-7,-1,-3
CC(C)NC(=O)C1C(c2ccc(C(F)(F)F)cc2)=Nc2ccccc2N1C(=O)c1ccco1 (stereo not drawn),x,-1.2,-9,x,-9,x,0.3,x,x,x
CC(C)c1ccc(-c2nn(-c3ccccc3)cc2C2C(C#N)=C(N)OC3=C2C(=O)CC(C)(C)C3)cc1 (stereo not drawn),-1,0.2,-10,-6,6,-0.3,4.5,-3,-12,2
CCCC(=O)NC(C)c1nc2ccccc2n1CC (stereo not drawn),-3,0.1,19,-12,-3,-1.1,-1.7,-2,4,-9
CCOc1ccccc1NC(=O)Nc1c(C)n(-c2ccccc2)c(=O)n1C,-4,-0.8,2,-8,-1,0.9,-1.0,-1,2,2
Cc1ccc([C@@H]2C[C@H]3[C@@H](CN2S(=O)(=O)c2ccc(Cl)cc2)C(=O)C[C@@H](c2ccc(C)cc2)N3S(=O)(=O)c2ccc(Cl)cc2)cc1,-2,1.1,6,x,-2,1.4,-1.9,-1,4,2
NC(=O)CC(NC(=O)Cc1cccc2ccccc12)c1ccc(NCCc2ccccc2F)c([N+](=O)[O-])c1 (stereo not drawn),-2,0.0,-41,1,-9,0.0,2.4,-1,43,-6
COc1ccc(C(c2nnnn2Cc2ccc(F)cc2)N2CCN(c3ccccc3)CC2)cc1 (stereo not drawn),5,-0.3,0,-13,2,2.3,2.8,-4,-6,0
COCCNC(C)C(=O)C12CC3CC(CC(C3)C1)C2 (stereo not drawn),0,-1.4,1,4,0,0.2,-3.4,-10,9,0

# Returning to the listing with the two entries that preceded the break.
SMILES,STEP block,TbMetRS inhib,NRP1-CendR mod,Scp1 inh,SUMO1 PPI mod,MsrA inh,LMPTP inh,bovine MsrA act,DNMT1 inh,E coli Lon inh
COc1ccc(C(c2nnnn2Cc2ccc(F)cc2)N2CCN(c3ccccc3)CC2)cc1 (stereo not drawn),5,-0.3,0,-13,2,2.3,2.8,-4,-6,0
COCCNC(C)C(=O)C12CC3CC(CC(C3)C1)C2 (stereo not drawn),0,-1.4,1,4,0,0.2,-3.4,-10,9,0
C=CCn1c(-c2ccc(S(=O)(=O)N3CCOCC3)cc2)csc1=Nc1ccccc1,6,0.1,-14,-3,-2,1.0,2.4,0,-4,2
O=C(N/N=C/c1cc(Br)c(Br)o1)C(O)c1ccccc1 (stereo not drawn),4,-1.0,-16,35,-1,0.3,4.8,-7,77*,-2
S=C(NC1CCCCC1)N1CCc2ccccc2C1,5,0.1,3,-9,7,-0.5,-0.5,0,7,-4
Cc1ccc(C(=O)NCC(c2ccco2)N2CCc3ccccc32)cc1C (stereo not drawn),0,-0.4,4,2,-1,0.8,2.4,0,0,1
CCN(CC(=O)Nc1ccc2c(c1)OCCO2)S(=O)(=O)c1ccccc1,0,-0.6,11,-5,-2,0.5,-0.6,-4,0,-9
O=C(CN1CCN(C(=O)c2cncn2-c2ccccc2)CC1)Nc1ccccc1Cl,-1,0.5,1,-6,-1,-1.0,-1.6,-1,-21,10
CCc1ccccc1NC1Nc2cc(C)nn2S1 (stereo not drawn),-1,-0.3,-1,-5,6,0.9,-1.9,0,-2,3
CC(C)(C)NS(=O)(=O)c1ccc2nc(NC(=O)c3ccc(N4C(=O)CCC4=O)cc3)sc2c1,-2,-0.1,-3,-9,9,1.3,-1.6,-5,-7,-1
CN(C)C(=O)N(CCCN1CCOCC1)Cc1cccc2ccccc12,4,-0.8,-1,-7,0,0.6,-0.5,-7,3,-1
CC1=Nc2ccccc2/C1=C/c1sc(=S)n(-c2cccc(C(=O)O)c2)c1O,-3,2.3,131,6,-69,2.0,9.5,-14,-3,-427
Cc1scc(C(=O)N/N=C/c2ccco2)c1C,1,-0.1,-1,4,-4,0.7,-1.0,0,5,-3
COc1ccccc1NS(=O)(=O)c1cc(C(=O)NCc2ccncc2)ccc1C,4,-0.3,14,4,3,-0.9,-0.1,-2,0,7
Cc1cc(C(=O)Nc2c(C)nn(Cc3ccc(Cl)cc3)c2C)no1,2,2.1,2,-6,-4,-0.8,-1.1,-2,2,1
CCOC(=O)c1c(C)oc2c1c(C(c1ccccc1)N1CCOCC1)c(O)c1ccccc12 (stereo not drawn),1,0.0,-7,-2,7,0.1,3.2,-3,-1,5
CCOCC(=O)Nc1ccccc1C(=O)O,-1,0.2,1,1,-2,0.3,-0.4,1,3,-4
Cc1ccccc1-c1cc2nc(NCCOc3ccccc3Cl)n(C)c(=O)c2s1,-1,0.2,16,x,-20,1.4,6.2,1,-58,1
CC(C)(C)NC(=O)CCCSc1nc2ccccc2s1,-2,-0.5,0,-11,4,-1.1,-2.1,1,0,1
Cn1c2c(c3ccccc31)CCN1CCC[C@]21c1ccccc1,-1,0.2,-1,-14,-1,0.7,-0.1,0,-4,-8
COc1ccc(Cn2c(N)c(C#N)c3nc4ccccc4nc32)cc1,-4,2.3,-42,-8,10,0.8,1.4,-4,-22,-21
CN(C)CCCNC(=O)c1ccc(/C=N/O)nc1,0,0.4,14,-1,-2,-0.7,0.3,-4,1,11
Cc1ccc(N2CCN(c3ncccc3[N+](=O)[O-])CC2)c(C)c1,0,-0.2,-2,-3,-26,0.6,2.5,-1,2,0
O=C(O)c1ccc(S(=O)(=O)c2ccc3c(c2)C(=O)N(CC2CCCO2)C3=O)cc1 (stereo not drawn),4,1.1,1,1,-16,-0.4,-3.2,2,2,-8
CCN(c1ccccc1)S(=O)(=O)c1ccc2[nH]c(=O)[nH]c2c1,-2,0.3,-9,-1,11,2.5,-0.8,-2,-15,-5
COc1ccc(CNc2nc(NCc3ccc(OC)cc3)n(C(=O)c3ccccc3[N+](=O)[O-])n2)cc1,0,-0.2,-3,-3,-5,-0.1,3.9,2,-9,-2
COc1cc(-c2noc(C)c2C(=O)N[C@@H](CO)Cc2ccccc2)cc(OC)c1OC,0,0.0,0,16,3,0.4,-1.8,-4,6,-4
COc1ccc(OC)c(C2=NOC(C(=O)Nc3ccccc3SC)C2)c1 (stereo not drawn),-1,-0.2,0,-13,-3,1.1,-0.8,-1,-8,1
O=C(C1CCCCC1)N1C[C@@H](n2cc(-c3ccc(F)cc3)nn2)[C@H](O)C[C@@H]1c1ccccc1,4,-0.6,1,x,2,-1.7,-0.6,-1,0,3
Cc1ccc(NCc2nnc(SCC(=O)N3CCc4ccccc43)n2C)cc1,2,-0.9,-4,-8,2,-0.3,-0.1,-1,-2,3
Cc1ccccc1OCc1n[nH]c(=S)n1-c1cccc(Cl)c1,-4,-1.7,14,-6,6,-0.5,2.1,3,-2,-2
O=C(CN1C(=O)c2cccc([N+](=O)[O-])c2C1=O)N1CCc2ccccc2C1,1,-0.1,-2,x,-37,-0.5,-1.7,-1,6,-4
CC1(C)C[C@H]2C3=CCC4[C@@]5(C)CC[C@H](O)[C@](C)(CO)C5CC[C@@]4(C)[C@]3(C)CC[C@@]2(C)[C@H](O)[C@@H]1O (stereo partly drawn),-3,-1.1,-21,-1,18,0.1,-0.8,-2,22,-2
O=C(CCl)c1ccc2[nH]c(=O)oc2c1,2,-0.9,-9,9,7,0.3,0.2,-9,0,-3
Cc1ccc(OCC(=O)Nc2ccc3oc(=O)ccc3c2)c(C)c1,1,-0.3,5,-5,-2,-0.7,0.2,-3,-2,-7
Cc1cc(NC(=O)C(C)SCC(=O)Nc2ccccc2N2CCCCC2)no1 (stereo not drawn),0,0.0,1,-1,3,-0.4,0.3,-2,0,-14
